West Nile antiviral: inhibition of WNV-induced cytopathic effect – cell-based, CPE readout (AID 1621). West Nile virus-infected cells, CPE inhibition; higher % means a stronger effect. CPE inhibition, % at 10 µM, or IC50 in µM where a hit was titrated. actives 0.02% (n = 290,000); in the data active = a potency from the dose series; also: strong numbers were not always called active
NOD2 inhibition: NOD2 signaling inhibitors, cell-based, luminescence, uHTS, HEK293 (AID 1566) | HEK293 NOD2/NF-kB luciferase reporter, luminescence; higher % means a stronger effect | inhibition, % at 4 µM, or EC50 in µM where a hit was titrated | actives 0.63% (n = 290,000); also: many of its hits are not listed in these tables
NS5 inhibitors: Dengue-2 NS5 methyltransferase inhibitors, primary screen, biochemical, confirmation dose response (AID 588689) | Dengue-2 NS5 methyltransferase capping enzyme assay, biochemical; higher % means a stronger effect | inhibition, % at 25 µM; hits with a dose series show IC50 in µM | actives 0.3% (n = 340,000); in the data active = a potency from the dose series
AID2073: inhibitors of Mint1-CaV2.2 protein interaction, biochemical, HTRF (AID 2073); HTRF protein-protein interaction, Mint1-CaV2.2; higher % means a stronger effect; one-dose inhibition, % at 20 µM; IC50 in µM for titrated hits; actives 0.19% (n = 290,000); in the data active = inhibition mostly above about 51%, no sharp cut-off; also: some results filed as inactive read as strong as hits
HIV peptide binding: cell-free HIV fusion peptide-binding blockers – biochemical, uHTS, fluorescence dequenching, primary screen (AID 1986); cell-free peptide binding, fluorescence dequenching, 30 min; higher % means a stronger effect; inhibition, % at 20 µM, or IC50 in µM where a hit was titrated; actives 0.3% (n = 290,000); in the data active = inhibition mostly above about 52%, no sharp cut-off; inactive = mostly below about 76%; also: some results filed as inactive read as strong as hits
Yfh1-depleted yeast: mitochondrial function rescue without frataxin homolog – Friedreich's ataxia, plus single-dose screen, dose response (AID 1465); S. cerevisiae Yfh1-off respiration, WST-1 reduction, 72 h; higher fold induction means a stronger effect; actives 0.074% (n = 220,000); fold induction at 50 µM; hits with a dose series show EC50 in µM;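 active = fold induction of absorbance versus untreated yeast above a set limit, then at least 30% activation at any dose in follow-up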;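 also: activators that raise dye reduction in frataxin-depleted yeast; strong numbers were not always called active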
KOR beta-arrestin-1: KOR antagonists, beta-arrestin recruitment, cell-based, luminescence, uHTS (AID 1778) | KOR beta-arrestin recruitment, luminescence, antagonist mode; higher % means a stronger effect | one-dose inhibition, % at 10 µM; IC50 in µM for titrated hits | actives 0.091% (n = 290,000); also: strong numbers were not always called active
KOR beta-arrestin-2: kappa opioid receptor activators – cell-based, luminescence, uHTS, primary screen (AID 1777); KOR beta-arrestin recruitment, luminescence; higher % means a stronger effect; activation, % at 10 µM, or EC50 in µM where a hit was titrated; actives 0.02% (n = 280,000); in the data active = activation above about 50%, passing the limit was not always enough; also: a part of the inactive calls stands beside numbers as strong as those of hits
NOD1 NF-kB reporter: NOD1 signaling inhibitors, primary screen, cell-based, luminescence, uHTS (AID 1578); NOD1-driven NF-kB luciferase reporter cells, luminescence; higher % means a stronger effect; inhibition, % at 4 µM, or EC50 in µM where a hit was titrated; actives 1% (n = 290,000); in the data active = inhibition mostly above about 36%, no sharp cut-off; inactive = mostly below about 34%;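 also: HEK-293T reporter cells stimulated with the NOD1 agonist gamma-tri-DAP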
NS5 inhibitors pilot replicate: second read-out of NS5 inhibitors, no call of its own (marks repeat the call); inhibition, %; measured here: pilot screen replicate inhibition
Starred values were filed as active, the others as inactive; i = inactive; · = no result given; [ ] = another dose, or the depositor's remark. Rule as the data show it, unless noted: active = inhibition above about 50%; inactive = the rest. Some of the compounds tested; the hit share may differ from the screen's.

SMILES	West Nile antiviral	NOD2 inhibition	NS5 inhibitors	AID2073	HIV peptide binding	Yfh1-depleted yeast	KOR beta-arrestin-1	KOR beta-arrestin-2	NOD1 NF-kB reporter	others
CCCCCc1c(O)nc(SCC(=O)NCC2CCCO2)[nH]c1=O (configuration not stated)	0.3%	0%	-10%	10%	5.1%	i	13%	6.4%	-11%
c1ccc2[nH]c(SCC3CCCCO3)nc2c1 (configuration not stated)	-0.6%	-48%	-2%	12%	-2.4%	i	26%	-3.2%	-29%
Cc1ccc(F)cc1N=Cc1c(O)c2ccccc2oc1=O	-0.5%	4%	-8%	18%	-0.5%	·	-8%	-1.2%	-42%
Cc1nc2c(cc1C(=O)N/N=C/c1ccc(O)c(O)c1)c(=O)n(C)c(=O)n2C	-0.6%	3%	0%	-17%	15%	i	18%	1.1%	-20%
CCN(C(C)=O)N(CC)c1nc(Cl)nc(NC(C)C)n1	-0.5%	2%	6%	21%	-2.9%	i	·	-2.5%	-6%
CCOC(=O)C(NC(C)=O)(Nc1ccc(S(=O)(=O)Nc2onc(C)c2C)cc1)C(F)(F)F (configuration not stated)	-0.1%	8%	-6%	-9%	-1.3%	i	-45%	-3.5%	11%
CCOc1ccc(N2C(=O)CC(NCC#N)C2=O)cc1 (configuration not stated)	-0.4%	17%	5%	8%	0.3%	·	-8%[20 µM]	-1.7%	54%
Cc1ccc(-c2ccc(SCC(=O)Nc3ccc4c(c3)OCCO4)nn2)cc1	-0.3%	-8%	-6%	-10%	1.9%	i	6%	-2.6%	22%
CCOC(=O)C1=C(N)Oc2cc(O)ccc2C1c1ccc(C)cc1 (configuration not stated)	-0.1%	2%	-2%	7%	0.8%	·	-6%	0.1%	-17%
CCCNC(=S)Nc1ccc(F)cc1F	0.1%	5%	·	6%	-0.6%	i	2%	1.3%	-3%
C[N+](C)(C)CCCCCC(=O)/C=N/O	0.0%	10%	·	-3%	-1.0%	i	1%	-1.5%	-7%
O=C(NCC1OCCc2ccccc21)c1ccc(NC(=O)c2ccccc2Cl)cc1 (configuration not stated)	-0.1%	-10%	0%	6%	-0.8%	i	-20%	3.9%	11%
CN(CC(=O)NNC(=O)c1cccnc1)S(=O)(=O)c1cc(Cl)ccc1Cl	0.1%	5%	-1%	-4%	0.3%	i	17%	-5.0%	-32%
CCOc1cc(N2CCOCC2)c(OCC)cc1NC(=O)Cn1cnc2c(=O)n(C)c(=O)n(C)c21	1.5%	11%	-3%	-6%	-0.6%	i	·	·	-13%
CCN(CC)c1ncnc2c1ncn2Cc1c(Cl)cccc1Cl	0.7%	15%	0%	12%	-1.0%	i	-13%	-3.6%	10%
Cc1cc(NC(=O)CSc2nnnn2-c2ccccc2)no1	0.2%	5%	-1%	9%	-0.4%	i	-6%[20 µM]	·	-20%
C/[N+]([O-])=C\c1cccc(OCCN2CCN(c3ncc(C(F)(F)F)cc3Cl)CC2)c1	0.2%	34%	1%	-2%	2.8%	·	14%	-4.3%	-2%
COC(=O)c1nc(Cl)c(Cl)c(N)c1Cl	-0.7%	-11%	-1%	7%	1.1%	i	16%	-2.5%	-42%
COc1ccccc1NC(=O)CSc1n[nH]c(Cc2ccccc2)n1	0.0%	8%	2%	4%	-0.1%	·	-22%	4.8%	-9%
CCOc1ccc(NC(=O)NCCN2CCN(c3cccc(C)c3C)CC2)cc1	-1.1%	-1%	-6%	3%	-3.0%	·	-11%	-5.3%	-6%
COc1ccc2c(c1)n([O-])c1c([n+]2=O)CCC1	-0.2%	2%	·	6%	5.0%	i	24%	0.6%	-6%
N#Cc1c(N)n(-c2cccc(C(=O)O)c2)c2nc3ccccc3nc12	-0.1%	0%	-18%	30%	22%	i	5%	3.8%	-11%
COc1ccc(CNC(=O)c2cnn3c(C(F)F)cc(C)nc23)cc1	-0.1%	14%	-6%	-3%	-0.9%	i	18%	1.4%	-33%
Cc1ccc(C)c(C(=O)CN2C(=O)CCC2=O)c1	0.1%	-1%	3%	-12%	-0.9%	i	25%	2.5%	-14%
COc1oc(-c2ccccc2C)nc1C(F)(F)F	0.3%	21%	-3%	-9%	-1.8%	i	8%	3.1%	-32%

Overlap with the part before: 2 compounds, followed by the next part.
SMILES	West Nile antiviral	NOD2 inhibition	NS5 inhibitors	AID2073	HIV peptide binding	Yfh1-depleted yeast	KOR beta-arrestin-1	KOR beta-arrestin-2	NOD1 NF-kB reporter	others
Cc1ccc(C)c(C(=O)CN2C(=O)CCC2=O)c1	0.1%	-1%	3%	-12%	-0.9%	i	25%	2.5%	-14%
COc1oc(-c2ccccc2C)nc1C(F)(F)F	0.3%	21%	-3%	-9%	-1.8%	i	8%	3.1%	-32%
O=C(Cc1ccccc1)NC(Nc1ccccc1)C(Cl)(Cl)Cl (configuration not stated)	-0.5%	2%	1%	6%	-2.2%	i	-16%	-3.4%	16%
COc1ccc(C(=O)/C=C/c2cc(OC)c(O)c(OC)c2)c(F)c1	0.2%	-42%	-20%	4%	15%	i	-34%	0.3%	94%*
CCCC1NC(=O)NC(C)=C1C(=O)OCC (configuration not stated)	0.3%	-10%	-1%	14%	3.9%	i	-37%	4.8%	-30%
CN(C)S(=O)(=O)c1cccc(C(=O)OCC(=O)NCc2ccc3c(c2)OCO3)c1	0.4%	12%	-12%	10%	0.4%	i	3%	-4.9%	-14%
O=c1cc(CSc2n[nH]c(-c3ccncc3)n2)nc2sccn12	0.0%	-2%	-3%	46%	2.7%	i	10%	-5.7%	-26%
CCCNC(=O)N1CCCC(C(N)=O)C1 (configuration not stated)	0.0%	14%	-4%	2%	-1.0%	i	-1%	-3.9%	-36%
CCOc1ccc(NC(=O)CCN2C(=O)c3cccc([N+](=O)[O-])c3C2=O)cc1	-0.4%	8%	4%	-3%	0.3%	·	-5%	-0.6%	15%
O=C(CNS(=O)(=O)c1c(Cl)cccc1Cl)N1CCCCCC1	-0.7%	0%	-5%	10%	-1.8%	·	-18%[20 µM]	-5.2%	24%
COc1cccc(CNC(=O)C(C)n2nc(C)n3c(cc4occc43)c2=O)c1 (configuration not stated)	-0.4%	11%	2%	4%	-1.4%	·	-26%	-2.2%	-12%
COc1cc([N+](=O)[O-])ccc1NC(=O)COC(=O)c1n[nH]c2ccccc12	-0.8%	11%	4%	17%	5.1%	i	-17%	5.6%	5%
COc1ccc(S(=O)(=O)N(C)CC(=O)NCCC2=CCCCC2)cc1OC	-0.8%	9%	8%	0%	-1.2%	i	-5%	-0.5%	10%
CCOC(=O)c1c(NC(=O)CC)sc(C(C)=O)c1C	0.8%	21%	1%	37%	0.9%	i	-16%	-9.1%	18%
CCCCC(CC)C1OCC(CN2CCCC2)O1 (configuration not stated)	0.6%	2%	3%	1%	1.5%	i	20%	0.4%	-20%
COc1ccccc1-c1c(C#N)c(N)nc2c1CCC2	2.8%	18%	5%	1%	-0.1%	i	10%	5.3%	-6%
CC(=O)c1cccc(CN2CCN(C(C)C)C(CCO)C2)c1 (configuration not stated)	-0.2%	6%	-5%	6%	0.9%	i	0%	4.4%	-3%
O=C(CN1C(=O)NC2NC(=O)NC21)NN=C1CCCC1 (configuration not stated)	-0.4%	15%	-2%	-2%	0.9%	i	-34%	-7.0%	1%
c1ccc(-c2nc(CSc3n[nH]c(-c4cccs4)n3)cs2)cc1	0.3%	-7%	4%	7%	1.7%	i	-18%	5.9%	17%
CC(C)(C)SC(C(=O)N1CCOCC1)c1ccc(Br)cc1 (configuration not stated)	-0.1%	-2%	-5%	2%	-0.2%	·	3%	-3.9%	-6%
CC1Sc2ccc(S(=O)(=O)N3CCC(C(=O)NCC(C)c4ccccc4)CC3)cc2NC1=O (configuration not stated)	0.1%	20%	-5%	19%	0.5%	·	4%	2.3%	13%
CCOC(=O)N1CCN(C(=O)CSc2nnc(-c3ccc(C(C)(C)C)cc3)o2)CC1	0.5%	1%	-6%	2%	-2.4%	i	9%	-2.7%	-22%
O=C(O)c1c2c(nc3ccccc13)/C(=C/c1c(F)cccc1F)CCC2	2.0%	-24%	-4%	32%	4.9%	·	1%	7.3%	-42%
O=c1cc(N2CCCCC2)c2ccccc2o1	0.9%	-1%	·	19%	-2.0%	i	-13%[20 µM]	-1.6%	-20%
CCN(CC)CCOC(c1ccccc1)c1ccc(C)cc1 (configuration not stated)	-1.0%	-6%	2%	9%	0.5%	i	5%	-1.7%	-10%
COc1ccc(C)cc1NC(=O)Nc1ccc(C(=O)N2CCCC2)cc1	-0.1%	-2%	-8%	5%	0.5%	·	0%	-1.1%	-45%
CN(C)S(=O)(=O)c1ccc(C(=O)Nc2ccccn2)cc1	0.7%	3%	-4%	2%	1.4%	i	-8%	-0.6%	-17%

Sorted by molecular weight (low to high): 6 of the compounds above
SMILES	West Nile antiviral	NOD2 inhibition	NS5 inhibitors	AID2073	HIV peptide binding	Yfh1-depleted yeast	KOR beta-arrestin-1	KOR beta-arrestin-2	NOD1 NF-kB reporter	others
O=C(CN1C(=O)NC2NC(=O)NC21)NN=C1CCCC1 (configuration not stated)	-0.4%	15%	-2%	-2%	0.9%	i	-34%	-7.0%	1%
CCN(CC)CCOC(c1ccccc1)c1ccc(C)cc1 (configuration not stated)	-1.0%	-6%	2%	9%	0.5%	i	5%	-1.7%	-10%
O=c1cc(CSc2n[nH]c(-c3ccncc3)n2)nc2sccn12	0.0%	-2%	-3%	46%	2.7%	i	10%	-5.7%	-26%
COc1ccc(S(=O)(=O)N(C)CC(=O)NCCC2=CCCCC2)cc1OC	-0.8%	9%	8%	0%	-1.2%	i	-5%	-0.5%	10%
CN(C)S(=O)(=O)c1cccc(C(=O)OCC(=O)NCc2ccc3c(c2)OCO3)c1	0.4%	12%	-12%	10%	0.4%	i	3%	-4.9%	-14%
CCOC(=O)N1CCN(C(=O)CSc2nnc(-c3ccc(C(C)(C)C)cc3)o2)CC1	0.5%	1%	-6%	2%	-2.4%	i	9%	-2.7%	-22%

(further entries)
SMILES	West Nile antiviral	NOD2 inhibition	NS5 inhibitors	AID2073	HIV peptide binding	Yfh1-depleted yeast	KOR beta-arrestin-1	KOR beta-arrestin-2	NOD1 NF-kB reporter	others
CC(C)(C)NC(=O)CN(CC1CCCO1)C(=O)CNS(=O)(=O)c1ccc(F)cc1 (configuration not stated)	-0.1%	4%	2%	5%	-0.5%	·	-29%	3.5%	11%
CCOC(=O)/C(C(N)=NCCCO)=C(/O)c1ccccc1	-0.1%	4%	-3%	-11%	-3.0%	i	8%	0.4%	15%
O=C(Cn1cnc2ccccc2c1=O)c1ccccc1	0.1%	5%	2%	-1%	3.8%	i	-7%	-3.4%	-23%
CC(NC(=S)Nc1ccccc1OC(F)F)C(C)(C)C (configuration not stated)	-0.3%	-13%	-4%	0%	-1.8%	i	8%	-2.9%	-6%
COc1cc(C(c2c(O)nc(SC)[nH]c2=O)c2c(O)nc(SC)[nH]c2=O)cc(OC)c1OC	-0.2%	0%	18%	12%	2.5%	·	-12%[20 µM]	5.4%	-6%	NS5 inhibitors pilot replicate=-4.9
CN1CCN(C(=O)c2cc(Cl)ccc2NC(=O)c2ccc(Cl)cc2Cl)CC1	-0.3%	15%	-3%	6%	2.2%	·	-8%	5.9%	-6%
COC(=O)c1cc(=O)c2cccc(OC)c2[nH]1	-0.3%	18%	-4%	32%	-2.4%	i	13%	-5.9%	0%
COC(=O)C1CCN(C(=O)CSc2ccccc2)CC1	0.7%	0%	1%	5%	-1.2%	i	-3%	-2.1%	-31%
Cc1cccc(C)c1NC(=O)CSC(=S)N1CCCC1	1.8%	-7%	-4%	-5%	-0.4%	i	-29%	5.3%	-41%
CC(C)c1ccc(N(C(=O)c2csnn2)C(C(=O)NC2CCCC2)c2ccncc2)cc1 (configuration not stated)	-0.2%	8%	2%	0%	-0.1%	·	-15%	4.4%	11%
